Assay outcomes (PubChem)
KCNK9 inh: inhibitors of human KCNK9 two-pore domain potassium channel. B-score at 10 µM. HEK293 KCNK9, FluxOR thallium flux fluorescence; hits give low values. Q9NPC2. hit rate 1.2% among 310,000. AID 488922;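 active = ratio B-score over 3 SD below the library mean, with starting fluorescence within 5 SD of its mean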;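 also: negative B-score means less thallium flux so channel inhibition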
HDAC3 inhib: human HDAC3 inhibition; inhibition, % at 8.3 µM; hit rate 0.15% among 320,000; recombinant HDAC3, fluorogenic peptide/trypsin coupled, fluorescence; O15379; AID 2718; in the data active = inhibition above about 26%, passing the limit was not always enough; inconclusive = no clear call, values can overlap the other calls
KCNQ1 inh: human KCNQ1 channel inhibition | CHO-K1 KCNQ1, FluxOR thallium flux fluorescence; hits give high values | B-score at 10 µM | hit rate 1.3% among 310,000 | AID 2642 | P51787;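 active = compounds whose thallium flux B-score, printed positive for inhibition, exceeds three library SD while starting fluorescence stays within three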;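 also: channel opened by potassium depolarization with thallium stimulus after 20 min compound exposure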
Target sequence (P51787 whole entry, looked up): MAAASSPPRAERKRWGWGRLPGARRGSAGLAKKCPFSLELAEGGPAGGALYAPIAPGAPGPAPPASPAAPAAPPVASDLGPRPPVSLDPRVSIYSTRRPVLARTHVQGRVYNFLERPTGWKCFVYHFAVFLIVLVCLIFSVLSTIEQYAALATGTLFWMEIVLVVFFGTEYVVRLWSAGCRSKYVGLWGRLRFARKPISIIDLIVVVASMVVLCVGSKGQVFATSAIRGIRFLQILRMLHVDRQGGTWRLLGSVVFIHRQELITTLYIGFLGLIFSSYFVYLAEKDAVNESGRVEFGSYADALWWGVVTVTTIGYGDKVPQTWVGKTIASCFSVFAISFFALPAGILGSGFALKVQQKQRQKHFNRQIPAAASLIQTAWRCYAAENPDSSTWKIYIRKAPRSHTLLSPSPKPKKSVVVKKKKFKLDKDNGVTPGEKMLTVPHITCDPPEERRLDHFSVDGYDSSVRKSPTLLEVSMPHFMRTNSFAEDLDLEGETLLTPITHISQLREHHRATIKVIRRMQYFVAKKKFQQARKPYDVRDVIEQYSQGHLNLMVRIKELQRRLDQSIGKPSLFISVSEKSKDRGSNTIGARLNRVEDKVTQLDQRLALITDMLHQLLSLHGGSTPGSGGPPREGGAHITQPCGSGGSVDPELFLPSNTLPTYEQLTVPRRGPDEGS
RGS4 pot: RGS4 potentiation or activation; hit rate 0.92% among 310,000; HEK293 M3R/inducible RGS4, carbachol calcium flux Fluo4; hits give low values; B-score at 10 µM;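 active = B-score of the integrated calcium signal more than 4 SD below the library mean, with starting fluorescence not abnormally high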;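 also: negative B-score means reduced calcium response which marks RGS4 activation or potentiation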
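Material: Inducible-RGS4 HEK293 cells carrying M3 receptor; also added: carbachol at ECmax as muscarinic agonist stimulus; incubation: compound preincubation 20 min at room temperature before agonist; signal: Fluo4-AM (2 µM) calcium-flux fluorescence, kinetic read; measure: integrated calcium ratio converted to B score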
GSK3beta inhib: blocks human GSK3beta kinase activity | P49841 | activity score (negative = inhibition), % at 10 µM | hit rate 0.038% among 300,000 | AID 2097 | GST-GSK3beta kinase, ADP-Glo luminescence, 60 min; hits give low values;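 active = more than half of replicate wells score below -50%, meaning over 50% inhibition versus plate controls; inconclusive = some replicates but at most half score below -50%; inactive = no replicate scores below -50%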;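 also: 0% = median DMSO wells and -100% = median GW8510 positive control wells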
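Test system: GST-tagged human GSK3beta kinase, cell-free; evaluation: activity score scaled between in-plate DMSO and GW8510 controls; measured by: ADP-Glo luminescence; incubation: 60 min reaction, RT; benchmarks: DMSO and 20 µM GW8510; reagent: peptide substrate plus 25 µM ATP (final); medium: Tris/MgCl2 kinase buffer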
KCNK3 inh: human KCNK3 channel inhibition, primary screen; CHO-KCNK3 thallium flux, FluxOR fluorescence; hits give low values; O14649; hit rate 0.84% among 340,000; B-score at 10 µM;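 active = B-score under library mean minus 4 SD, starting fluorescence ratio at most library mean plus 5 SD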;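 also: more negative B-score means stronger inhibition of thallium flux through KCNK3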
Target sequence (O14649 whole entry, looked up): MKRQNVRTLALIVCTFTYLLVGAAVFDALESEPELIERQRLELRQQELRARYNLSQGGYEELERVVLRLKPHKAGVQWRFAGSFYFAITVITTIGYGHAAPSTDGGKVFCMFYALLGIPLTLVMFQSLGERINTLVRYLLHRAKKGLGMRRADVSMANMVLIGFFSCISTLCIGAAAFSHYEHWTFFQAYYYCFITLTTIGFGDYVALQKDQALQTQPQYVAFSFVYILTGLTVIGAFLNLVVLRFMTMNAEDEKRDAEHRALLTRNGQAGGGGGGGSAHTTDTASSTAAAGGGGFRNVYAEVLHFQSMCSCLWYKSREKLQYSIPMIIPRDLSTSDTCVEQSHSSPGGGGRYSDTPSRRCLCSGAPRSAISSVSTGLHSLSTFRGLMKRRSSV
KCNQ1 act: human KCNQ1 channel potentiation or activation; B-score at 10 µM; hit rate 0.35% among 310,000; CHO-K1 KCNQ1, thallium flux FluxOR fluorescence; hits give high values; AID 2648;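 active = fluorescence ratio B-score, a plate-corrected score, at least three library SD, with initial intensity B-score within 5 SD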
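assay system = KCNQ1-transfected CHO-K1 cells | medium = assay buffer with matched DMSO | probe or stimulus = depolarizing K+/Tl+ stimulus, K2SO4 and Tl2SO4 each 12.5 mM in 5x stock | dosing = single dose | incubation = dye 90 min, compound 20 min, room temperature | detection = kinetic FluxOR fluorescence, 10 s baseline plus 110 s post-stimulus | evaluation = ratio B score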
GSK3 alpha inh: blocks human GSK-3 alpha kinase; P49840; ADP-Glo luminescence, 60 min; inhibition, % at 10 µM; hit rate 0.1% among 320,000;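 in the data active = inhibition above about 50%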;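 also: GST-tagged GSK-3 alpha with peptide substrate and 25 µM ATP; 0% = DMSO neutral wells and 100% = GW8510 positive control wells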
PolyA inh: inhibitors of polyadenylation in S. cerevisiae; hit rate 0.02% among 300,000; calls only at 12 µM; AID 1875; S. cerevisiae SKY197-pL101 polyadenylation reporter, beta-gal luminescence; efflux-impaired pdr1/pdr3 knockout yeast; score 100 = 6 SD above DMSO;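 active = lowest replicate activity score at least 50, where 100 means six control SD above control mean; inconclusive = lowest score under 50 but half or more replicates reach 50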;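 also: yeast exposed to compound for 9 h at 30 °C; higher score means more reporter readthrough which indicates perturbed polyadenylation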
Dyrk1A ADPGlo: Dyrk1A (rat) kinase inhibition. Q63470. ADP-Glo luminescence, NFATc1 peptide. inhibition, % at 12.5 µM. hit rate 0.43% among 310,000; in the data active = inhibition above about 50%;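 also: plate controls were vehicle with enzyme for no effect and no enzyme for full effect; many of its hits are not listed in these tables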
hERG protect: hERG (human) protection from proarrhythmic block. CHO-hERG, FluxOR thallium flux, dofetilide IC70 present. hit rate 0.51% among 310,000. AID 1511. activation (rescue from dofetilide block), less the hit threshold, % at 10 µM;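 active = activation above the mean of controls blocked by dofetilide plus 5 SD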;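 also: thallium influx through hERG after potassium depolarization seen as dye fluorescence rise; in these data hits start at about 4.7%; inactives centre near -7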
* = called active by the depositor; i = inactive; ? = inconclusive; nt = not tested or not shown. The list is partial, so the mix of outcomes need not match the whole.

molecule	KCNQ1 inh	RGS4 pot	KCNK3 inh	PolyA inh	GSK3beta inhib	GSK3 alpha inh	HDAC3 inhib	KCNK9 inh	Dyrk1A ADPGlo	hERG protect	KCNQ1 act
COc1ccc(CCNC(=O)C(C(=O)c2ccccc2)n2ccccc2=O)cc1OC (centres undefined)	i	i	i	i	3.4	-3.2	3.8	i	-1.2	-7.3	i
CCC1CCCCN1C(=S)NC1CCCCC1 (centres undefined)	i	i	i	i	1.1	-5.1	-4.7	i	-2.7	-12.7	i
COC(=O)[C@@H](NC(=O)NCc1ccco1)C(C)C	i	i	i	i	2.7	-0.6	6.6	i	-2.5	-8.9	i
COCCN(CCOC)c1ncnc2c1cnn2-c1ccc(Cl)cc1	i	i	i	i	-0.7	-1.0	-4.3	i	3.4	-12.2	i
O=[N+]([O-])c1cc2c(c(CSc3nnc4ccccn34)c1)OCOC2	i	i	i	i	-1.3	1.7	3.0	i	-1.2	-12.3	i
COc1cc(CCC(=O)NCc2ccc3c(c2)OCO3)cc(OC)c1OC	i	i	i	i	-0.3	-2.0	2.4	i	-5.0	-7.0	i
CC1CCCCC1NC(=O)Cn1cccc1C(=O)c1ccccc1 (centres undefined)	i	i	i	i	-0.5	3.4	2.4	i	2.1	-9.6	i
Cc1ccc2c(c1)c(C1=NC(=S)NC1=O)c(O)n2C	i	i	i	i	-1.2	-1.1	-1.7	i	3.6	-10.9	i
O=C(NCc1ccccc1)C1CCCN(S(=O)(=O)c2ccc(F)cc2)C1 (centres undefined)	i	i	i	i	1.7	0.1	1.8	i	-7.2	-10.3	i
CCN(C(=O)COC(=O)c1cn(-c2ccccc2)nc1-c1ccccc1)C1CCS(=O)(=O)C1 (centres undefined)	i	i	i	i	1.6	-0.6	0.9	i	nt	-24.3	i

(cont.)
molecule	KCNQ1 inh	RGS4 pot	KCNK3 inh	PolyA inh	GSK3beta inhib	GSK3 alpha inh	HDAC3 inhib	KCNK9 inh	Dyrk1A ADPGlo	hERG protect	KCNQ1 act
CCc1nccn1Cc1cc(C=O)ccc1OC	i	i	i	i	-0.5	-5.7	-15.5	i	-3.5	-7.1	i
CC1CN(C(=O)COC(=O)c2ccccc2O)CC(C)O1 (centres undefined)	i	i	i	i	1.3	0.7	6.5	i	4.3	0.4	i
COc1ccc(CCNC(=O)CC2Oc3ccc(Cl)cc3NC2=O)cc1OC (centres undefined)	i	i	i	i	0.6	nt	-0.3	i	5.7	-9.3	i
CCN(C(=O)c1cn(C)c(=O)c2cc(OC)c(OC)cc12)c1cc(OC)ccc1OC	i	i	i	i	1.9	-17.9	?	i	5.4	-3.3	i
COc1ccc(C(=O)Nc2ccc(C(=O)NCCc3ccccc3)cc2)cc1	i	i	i	i	0.7	1.8	2.2	i	-2.5	-15.8	i
O=[N+]([O-])c1ccc(N2CCN(C(=S)Nc3ccc(F)cc3)CC2)cc1	i	i	i	i	3.9	-1.5	2.7	i	-6.3	-14.6	i
Cc1ccsc1/C=N/Nc1ncc(Cl)cc1Cl	6*	i	i	i	0.2	-3.5	6.6	i	0.4	-9.0	i
CC(=O)C1=C(C)NC(C)=C(C(C)=O)C1c1cccs1	i	i	i	i	-1.4	-2.2	-7.5	i	-5.1	-7.9	i
CC(=O)c1cccc(CN2CCC(CO)(CCOc3ccccc3)CC2)c1	i	i	i	i	-11.8	4.0	1.0	i	nt	-10.1	i
Cc1cccc(NC(=O)CN(C)S(=O)(=O)c2cnc[nH]2)c1	i	i	i	i	-2.8	nt	-3.8	i	1.4	-3.6	i

Next section:
molecule	KCNQ1 inh	RGS4 pot	KCNK3 inh	PolyA inh	GSK3beta inhib	GSK3 alpha inh	HDAC3 inhib	KCNK9 inh	Dyrk1A ADPGlo	hERG protect	KCNQ1 act
Cc1ccc(NC(=O)C(OC(=O)c2ccccc2Cl)c2ccccc2)cc1Cl (centres undefined)	i	i	i	i	2.7	nt	nt	i	8.8	-2.9	i
O=[N+]([O-])c1ccccc1/C=N/NC1=NS(=O)(=O)c2ccccc21	i	i	i	i	0.3	-0.1	-1.9	i	5.8	-10.0	i
COC(=O)c1ccccc1NC(=S)N(Cc1ccc2c(c1)OCO2)Cc1cc2cc(OC)ccc2[nH]c1=O	i	i	i	i	-3.5	-0.1	5.5	i	0.8	-17.3	i
CCOP(=O)(NC(c1ccccc1)c1nc2ccccc2[nH]c1=O)OCC (centres undefined)	i	i	i	i	3.0	-0.8	-2.6	i	1.2	-9.2	i
CC(O)CN(C)CC/C=C1/c2ccccc2CSc2ccccc21 (centres undefined)	i	-7.86*	i	i	1.6	1.3	-0.3	i	nt	-0.8	i
Nc1nnc(Cc2ccc(F)cc2)s1	i	i	i	i	1.3	-5.7	-6.2	i	-62.8	-7.8	i
CCN1C(=O)/C(=C\c2ccc(-c3ccc([N+](=O)[O-])cc3OC)o2)SC1=Nc1cccc(C(=O)O)c1	i	i	i	nt	-0.4	nt	nt	i	-0.3	-2.4	i
Cc1nn(C)c(Cl)c1CN1CCN(CC(C)C)C(CCO)C1 (centres undefined)	i	i	i	i	4.0	4.0	-7.0	i	-0.5	-6.7	i
Cc1nn(Cc2ccc(C(=O)NN)o2)c(C)c1Cl	i	i	i	i	2.5	1.7	3.6	i	12.7	-1.4	i
Cc1sc(NC(=S)NC(=O)C2CCCCC2)c(C(N)=O)c1C	i	i	i	i	4.1	nt	nt	i	-6.1	-4.2	i

The list continues.
molecule	KCNQ1 inh	RGS4 pot	KCNK3 inh	PolyA inh	GSK3beta inhib	GSK3 alpha inh	HDAC3 inhib	KCNK9 inh	Dyrk1A ADPGlo	hERG protect	KCNQ1 act
Cn1c(SCC(=O)NCc2ccc3c(c2)OCO3)nnc1-c1cc2ccccc2cc1O	i	i	i	i	2.2	0.0	-2.3	i	5.3	-9.7	i
CCOc1ccc(CC(=O)Nc2c(C(N)=O)oc3ccc(Br)cc23)cc1OCC	i	i	i	i	1.2	-1.1	-10.3	i	-0.3	-11.8	i
CCCN(CCC)CC(=O)N1CC(=O)Nc2ccccc21	i	i	i	i	1.7	-1.1	1.3	i	-7.1	-2.1	i
COc1ccc2[nH]c(C)c(CN3CCCCC3)c(=O)c2c1	i	i	i	i	-1.8	0.6	-4.0	i	nt	-8.4	i
O=C(Oc1ccc(Br)cc1)C1CC(=O)N(c2ccc(F)cc2)C1 (centres undefined)	i	i	i	i	-1.2	-1.4	-1.1	i	2.4	-4.7	i
Cc1ccc(CNCC2CCCO2)s1 (centres undefined)	i	i	i	i	-2.4	0.7	-8.0	i	2.9	-2.2	i
COc1ccccc1NC(=O)N1CCCC(c2nc3c(nnn3Cc3ccc(C)cc3)c(=O)[nH]2)C1 (centres undefined)	i	i	i	i	-1.3	nt	nt	i	-4.5	-11.1	i
Cc1ccc(C(=O)NCC(=O)OCC(=O)NCC(F)(F)F)cc1	i	i	i	i	0.3	-0.4	-1.2	i	6.4	-9.2	i
CC(=O)N1CCN(c2ccc(NC(=O)c3ccc(C)c([N+](=O)[O-])c3)cc2)CC1	i	i	i	i	2.8	-2.1	0.7	i	1.1	-6.8	i
CCc1c(C)sc(NC(=O)CSc2nc3c(c(C(F)(F)F)n2)CCc2ccccc2-3)c1C#N	i	i	i	i	nt	-9.2	-6.3	i	-0.3	-5.7	i

(listing goes on)
molecule	KCNQ1 inh	RGS4 pot	KCNK3 inh	PolyA inh	GSK3beta inhib	GSK3 alpha inh	HDAC3 inhib	KCNK9 inh	Dyrk1A ADPGlo	hERG protect	KCNQ1 act
CCn1c(C)nc2cc(C(=O)NNS(=O)(=O)c3ccc(C)cc3C)ccc21	i	i	i	i	1.5	-2.8	-3.4	i	6.4	-7.2	i
C=CCN(CC=C)CCOc1cccc2ccccc12	i	i	i	i	1.1	-0.9	-3.2	i	-0.3	-6.5	i
CC(C)N(CCCNC(=O)c1ccc(N2CCCC2=O)cc1)Cc1ccccc1	i	i	i	i	-3.2	-2.0	nt	i	-6.6	-11.8	i
O=C(c1ccco1)N1CCN(C2CC(=O)N(c3ccc(C(F)(F)F)cc3)C2=O)CC1 (centres undefined)	i	i	i	i	-1.7	4.6	-1.1	i	12.7	-3.5	i
CCOC(=O)Cc1nnc(NC(=O)C(CC)Sc2nc(C)cc(C)n2)s1 (centres undefined)	i	i	i	i	0.7	-2.4	-4.6	i	6.5	1.0	i
CCOc1ccccc1C(=O)Nc1cc(OC)ccc1OC	i	i	i	i	-0.5	-1.3	13.7	i	12.4	-9.0	i
O=C(N/N=C\c1ccc[nH]1)c1cncc(Br)c1	i	i	i	i	0.1	-2.8	-2.0	i	nt	0.8	i
Cc1cc(C)n(CCNC(=O)C2CCC(=O)N(Cc3ccc(Cl)cc3)C2)n1 (centres undefined)	i	i	i	i	-0.9	-3.1	-1.3	i	-5.9	-4.8	i
COc1ccc(NC(=O)c2ccco2)c(NC(=O)c2ccc([N+](=O)[O-])cc2)c1	i	i	i	i	3.6	5.7	-9.0	i	-7.4	-3.7	i
COc1cccc2c1SCc1ccccc1C2CC(N)=O (centres undefined)	i	i	i	i	4.8	-4.5	1.0	i	3.2	0.5	i

Additional records follow.
molecule	KCNQ1 inh	RGS4 pot	KCNK3 inh	PolyA inh	GSK3beta inhib	GSK3 alpha inh	HDAC3 inhib	KCNK9 inh	Dyrk1A ADPGlo	hERG protect	KCNQ1 act
CCCCn1c(CNC(=O)C23CC4CC(CC(C4)C2)C3)nnc1SCC(=O)Nc1nnc(C)s1	i	i	i	i	0.8	2.4	3.9	i	1.9	-4.0	i
Cc1ccc(C(=O)NCC(=O)OCC(=O)Nc2ccc(Cl)cc2C(F)(F)F)cc1C	i	i	i	i	-1.8	nt	nt	i	-7.1	-8.4	i
Cc1ccc(N2CC(=O)N(c3ccc(C)cc3)CC2=O)cc1	i	i	i	i	-0.1	-2.4	2.6	i	nt	-3.7	i
N#Cc1nc(Cc2ccccc2)oc1N1CCC(Cc2ccccc2)CC1	i	i	i	i	-2.1	-0.9	0.0	i	4.0	-7.2	i
COc1cc(NC(=O)c2ccccc2)c(OC)cc1NC(=O)CN1CCN(c2ccccn2)CC1	i	i	i	i	-1.3	2.6	-2.1	i	-1.0	-14.4	i
COc1ccccc1-c1nnc2n1N=C(C)CS2	i	i	i	i	-6.2	-3.1	1.2	i	-8.8	-11.7	i
